# GIRK2 act = GIRK2 channel activators by thallium flux; activation (% efficacy), % for hits at 37.5 µM; P48051; HEK293 GIRK2/NPY4 cells, thallium flux fluorescence; 34,000 tested, under 10 active;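 active means primary screen hit, no activity in plain HEK293 cells, and in GIRK2-only cells above 5% efficacy rising with concentration; inactive means the rest, including fluorescent compounds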;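 further: efficacy is normalized control-subtracted fluorescence 15 s after thallium addition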
# Target sequence (P48051 whole entry, looked up): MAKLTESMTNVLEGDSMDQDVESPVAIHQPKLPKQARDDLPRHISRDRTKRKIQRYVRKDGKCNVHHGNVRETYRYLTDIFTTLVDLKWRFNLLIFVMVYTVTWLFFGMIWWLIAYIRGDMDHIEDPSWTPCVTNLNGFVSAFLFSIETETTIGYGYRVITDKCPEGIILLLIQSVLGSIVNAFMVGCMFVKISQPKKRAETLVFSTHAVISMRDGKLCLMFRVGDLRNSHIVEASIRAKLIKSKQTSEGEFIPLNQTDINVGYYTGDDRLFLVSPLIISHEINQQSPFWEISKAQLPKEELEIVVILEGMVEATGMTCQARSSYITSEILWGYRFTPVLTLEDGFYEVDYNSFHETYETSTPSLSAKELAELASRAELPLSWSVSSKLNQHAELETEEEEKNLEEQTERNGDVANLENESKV
# Calls only; i = inactive.
COc1ccc(CNc2oc(-c3ccc(S(=O)(=O)N4CCCC(C)C4)cc3)nc2C#N)cc1 (configuration not stated)
  GIRK2 act = i

O=C(c1ccccc1)c1ccc(OCC(O)CN2CCN(c3ccccc3F)CC2)cc1 (configuration not stated)
  GIRK2 act = i

O=C1CC(NC(=O)NC(c2ccccc2)c2ccccc2)CN1 (configuration not stated)
  GIRK2 act = i

CC(C)(C)OC(=O)N1C(C(=O)O)COC1(C)C (configuration not stated)
  GIRK2 act = i

Cc1nn(C2CCS(=O)(=O)C2)c(C)c1CC(=O)Nc1nc(-c2cccnc2)cs1 (configuration not stated)
  GIRK2 act = i

CCOC(=O)c1cnn(CCO)c1C
  GIRK2 act = i

CCOc1c(C)cc(S(=O)(=O)NCC2CCN(CCOC)CC2)cc1C
  GIRK2 act = i

COc1ccc(S(=O)(=O)NCCNc2ccc(Nc3ccncc3)nn2)cc1
  GIRK2 act = i

CCn1nnc2c(SCC(=O)N3CCCCCC3)ncnc21
  GIRK2 act = i

COc1ccccc1C(=O)N1CCC(CN2CCN(C)CC2C)CC1 (configuration not stated)
  GIRK2 act = i

O=C(NCCC(O)c1cccs1)c1ccc(Cl)s1 (configuration not stated)
  GIRK2 act = i

CCCCN1C(=O)CCc2cc(NC(=O)c3ccc(OCC)c(OCC)c3)ccc21
  GIRK2 act = i

COc1ccc(C(=O)N2C(=S)C(c3ccc(C)cc3)=NC2(C)C)cc1OC
  GIRK2 act = i

Cc1c(Cl)cccc1NC(=O)CSc1ncc(S(=O)(=O)c2ccc(Cl)s2)c(N)n1
  GIRK2 act = i

CCn1c(SCC(=O)Nc2ccc(Cl)c(Cl)c2)nnc1-c1cn(C)nc1OC
  GIRK2 act = i

COC(=O)c1ccc(C(=O)N(CCc2cccs2)Cc2cccnc2)cc1
  GIRK2 act = i

O=C(c1ccccc1NS(=O)(=O)c1ccc(Cl)cc1)N1CCN(c2ccccc2)CC1
  GIRK2 act = i

O=C(/C=C\c1ccccc1)N1CCN(c2nccn2-c2cccc(Cl)c2)CC1
  GIRK2 act = i

O=C(NCC1CCN(C(=O)c2ccccc2F)CC1)C(=O)NCC(F)(F)F
  GIRK2 act = i

COc1ccc(NC(=O)N2CCN(c3ccc(-c4ccco4)nn3)CC2)cc1
  GIRK2 act = i

CCc1ccccc1OCC(=O)Nc1cc(C)c(Cl)cc1OC
  GIRK2 act = i

COc1ccc(-c2ccc(=O)n(CCCC(=O)NCc3cccs3)n2)cc1
  GIRK2 act = i

Cc1nc(NCCNS(=O)(=O)c2ccc3nc(C)sc3c2)cc(-n2ccnc2C)n1
  GIRK2 act = i

CCOC(=O)C(=O)NCC(c1ccc2c(c1)OCO2)N1CCOCC1 (configuration not stated)
  GIRK2 act = i

COC(=O)c1ccc2c(=O)n(CCCC(=O)NCc3ccccc3Cl)c(=S)[nH]c2c1
  GIRK2 act = i

O=C(Nc1noc2ncccc12)c1ccccc1F
  GIRK2 act = i

Cc1ccccc1CNC(=O)C(=O)Nc1cccc([N+](=O)[O-])c1
  GIRK2 act = i

O=C(NCCOc1ccc(F)cc1)c1ccco1
  GIRK2 act = i

Cc1cc(C)n(-c2cc(N3CCCC(C(=O)N4CCc5ccccc5C4)C3)ncn2)n1 (configuration not stated)
  GIRK2 act = i

COc1ccc(S(=O)(=O)N2CCN(c3ccc4nnc(C5CC5)n4n3)CC2)cc1C
  GIRK2 act = i

# Compounds from the list above with an aryl methoxy group:
COc1ccc(CNc2oc(-c3ccc(S(=O)(=O)N4CCCC(C)C4)cc3)nc2C#N)cc1 (configuration not stated)
  GIRK2 act = i

COc1ccc(S(=O)(=O)NCCNc2ccc(Nc3ccncc3)nn2)cc1
  GIRK2 act = i

COc1ccccc1C(=O)N1CCC(CN2CCN(C)CC2C)CC1 (configuration not stated)
  GIRK2 act = i

COc1ccc(C(=O)N2C(=S)C(c3ccc(C)cc3)=NC2(C)C)cc1OC
  GIRK2 act = i

CCn1c(SCC(=O)Nc2ccc(Cl)c(Cl)c2)nnc1-c1cn(C)nc1OC
  GIRK2 act = i

COc1ccc(NC(=O)N2CCN(c3ccc(-c4ccco4)nn3)CC2)cc1
  GIRK2 act = i

CCc1ccccc1OCC(=O)Nc1cc(C)c(Cl)cc1OC
  GIRK2 act = i

COc1ccc(-c2ccc(=O)n(CCCC(=O)NCc3cccs3)n2)cc1
  GIRK2 act = i

COc1ccc(S(=O)(=O)N2CCN(c3ccc4nnc(C5CC5)n4n3)CC2)cc1C
  GIRK2 act = i

# Continuation.
O=C(Nc1ccc(Cl)c([N+](=O)[O-])c1)c1ccc(N2C(=O)c3ccccc3C2=O)cc1
  GIRK2 act = i

O=c1[nH]c(N2CCN(Cc3ccccc3)CC2)nc2c(-c3ccc(F)cc3)csc12
  GIRK2 act = i

COC(=O)c1sc2ccccc2c1S(=O)(=O)N(C)CC(=O)Nc1ccc(C)c(C)c1
  GIRK2 act = i

COc1cc(NS(=O)(=O)c2ccccc2)ccc1N1CCCC1=O
  GIRK2 act = i

O=C(COc1ccccc1)NCC1(O)CCc2ccccc21 (configuration not stated)
  GIRK2 act = i

NS(=O)(=O)c1ccc(NC(=O)c2ccc(=O)n(Cc3ccc(F)cc3)c2)cc1
  GIRK2 act = i

O=C(Nc1nnc(Cc2cccs2)o1)c1ccc(Cl)s1
  GIRK2 act = i

CCOC(=O)CCC(=O)NCC1CCN(Cc2ccccc2SC)CC1
  GIRK2 act = i

Cc1ccc(NC(=O)Cn2ncn3nc4c(c3c2=O)CCCC4)cc1F
  GIRK2 act = i

O=C(NCc1cccnc1)c1coc(NC(=O)c2ccco2)n1
  GIRK2 act = i

Cc1cc(NC(=O)C(=O)NCC2CCN(Cc3cc(C)oc3C)CC2)no1
  GIRK2 act = i

O=C(CSc1nnc(CCn2ccc(=O)[nH]c2=O)o1)Nc1ccccc1
  GIRK2 act = i

COc1ccc(NC(=O)NCCNc2cc(-n3cccn3)nc(C)n2)c(OC)c1
  GIRK2 act = i

CNC(=O)C(=O)NCC1COC2(CCCC2)O1 (configuration not stated)
  GIRK2 act = i

O=C(NCCc1ccccc1)Nc1ccc(Cl)c(N2CCCS2(=O)=O)c1
  GIRK2 act = i

O=S1(=O)N=CNc2ccc(S(=O)(=O)Nc3ccccc3Br)cc21
  GIRK2 act = i

COc1ccc(CCNC(=O)Cc2cc(-c3ccc4c(c3)OCO4)on2)cc1
  GIRK2 act = i

CC(C)c1nnc(C2CCN(C(=O)c3cccc(N(C)C)c3)CC2)o1
  GIRK2 act = i

Cc1nn(-c2ccc(C(=O)NC3CCCCCC3)cn2)c(C)c1C
  GIRK2 act = i

Cc1csc(C(=O)Nc2ccc(CC(=O)N3CCC(O)CC3)cc2)c1
  GIRK2 act = i

# Additional compounds follow.
Structure	GIRK2 act
O=C(Cc1csc(Nc2ccc(Cl)cn2)n1)NCc1ccccc1Cl	i
COc1ccc(Cl)cc1C(=O)Nc1ccc(N2CCCC2=O)c(OC)c1	i
O=C(CSCc1ccccc1)N(CCc1ccccc1)Cc1ccccn1	i
Cc1ccc(Cl)cc1S(=O)(=O)NCC(=O)N1CCOC(c2ccccc2)C1 (configuration not stated)	i
NC(=O)CSc1nc(-c2ccccc2)c(N)s1	i
COc1ccccc1CCNC(=O)c1csc(NS(=O)(=O)c2ccccc2)n1	i
COc1ccc(SCCC(=O)Nc2nc(-c3ccc(OC)c(OC)c3)cs2)cc1	i
CC(C)OCCCNC(=O)c1ccc(Cn2c(=S)[nH]c3ccc(Br)cc3c2=O)cc1	i
O=C(CC(c1ccccc1)c1ccccc1)NCC1CCN(S(=O)(=O)C2CC2)CC1	i
CN(C)C(CNC(=O)C(=O)Nc1cccc(Cl)c1)c1cccs1 (configuration not stated)	i
COc1ccc(S(=O)(=O)N2CCOCC2)cc1C(=O)Nc1ccc(S(C)(=O)=O)cc1	i
O=C(c1ccc(Cl)c(S(=O)(=O)N2CCCCCC2)c1)N1CCN(c2ccc(F)cc2)CC1	i
Cc1cccc(NC(=O)c2ccc3nn(CC(=O)Nc4ccc(C)c(F)c4)c(=O)n3c2)c1	i
Cc1ccc(NC(=O)CN2CCC(c3nnc(C)s3)CC2)c(C)c1	i
Cn1c(-c2ccccc2)nn(CCNC(=O)/C=C/c2ccccc2)c1=O	i

# Reprinted from the part before: two compounds, followed by the next part.
Structure	GIRK2 act
Cc1ccc(NC(=O)CN2CCC(c3nnc(C)s3)CC2)c(C)c1	i
Cn1c(-c2ccccc2)nn(CCNC(=O)/C=C/c2ccccc2)c1=O	i
O=C(CN1CCC(c2nnc(-c3ccco3)o2)CC1)Nc1nccs1	i
Cc1nc2c(sc3cccc(F)c32)c(=O)n1CC(=O)NCc1ccccc1	i
COc1ccccc1Oc1coc2c3c(ccc2c1=O)OCN(C1CCCC1)C3	i
COC(=O)c1cccc(NC(=O)C2CC(=O)N(c3ccccc3)C2)c1 (configuration not stated)	i
Cc1cc(NC(=O)C2CCN(C(=O)c3cc(Cl)ccc3Cl)CC2)no1	i
CC(C)(C)NC(=O)NC1CCCC(O)C1 (configuration not stated)	i
O=C(Cc1csc(Nc2cccc(C(F)(F)F)c2)n1)NCc1ccccn1	i
Cc1nn(CCC(=O)N2CCN(S(=O)(=O)c3ccccc3)CC2)c(C)c1C	i
CSc1ccccc1CN1CCC(CNC(=O)COc2ccccc2F)CC1	i
COc1ccc(OC)c(-c2ccc(N3CCN(C(=O)C4CC4)CC3)nn2)c1	i
CCOc1ccccc1NC(=O)NCC1CCN(C(=O)Oc2ccccc2)CC1	i
NC(=O)c1ccc(NC(=O)c2csc(Nc3cccc(Cl)c3)n2)cc1	i
O=S(=O)(c1ccccc1)c1nc(-c2ccco2)oc1NCCCN1CCOCC1	i
O=C(c1ccc(Cl)cc1)N1CCN(Cc2nnnn2-c2ccc(F)c(F)c2)CC1	i
CCn1ccnc1N1CCN(C(=O)CCC2CCCCC2)CC1	i
CCCOc1ccc(N2CCN(C(=O)C(C)Oc3ccccc3)CC2)nn1 (configuration not stated)	i
COCCNC(=O)c1ccc(Oc2c(C)oc3cc(OC)ccc3c2=O)cc1	i
CC1=NN(c2ccccc2)C(=O)C1C(=O)c1ccc(S(=O)(=O)N2CCCCC2)cc1 (configuration not stated)	i
CCNC(=O)CSc1nc(-c2ccccc2)c(NC(=O)CCC2CCCC2)s1	i
CCOC(=O)CCC(=O)Nn1cnc2c(cnn2-c2ccccc2)c1=O	i
COc1ccc(N(CC(O)CN2CCOCC2)S(=O)(=O)c2ccc(C)cc2)cc1 (configuration not stated)	i
COc1ccc(-c2csc(NC(=O)c3cc(C)no3)n2)cc1OC	i
Cc1[nH]c2ccccc2c1C(=O)C(=O)Nc1nn(C)c2c1CC(C)C(=O)N2 (configuration not stated)	i
COc1ccc(SCCC(=O)N(CCCN2CCOCC2)c2nc3ccc(C)cc3s2)cc1	i
CC(C)Oc1ccc(C(=O)NCC2COC3(CCCCC3)O2)cc1 (configuration not stated)	i
Cc1[nH]c(=S)[nH]c(=O)c1CC(=O)O	i
COc1cccc2sc(NC(=O)c3cc(C)nn3C)nc12	i
CCCCOc1ccc(NC(=O)Nc2ccc(N3CCCS3(=O)=O)cc2)cc1	i
COc1coc(C(=O)N2CCN(c3ccccc3)CC2)cc1=O	i
CC1(C)Cc2cccc(OCCCS(=O)(=O)N3CCCCC3)c2O1	i
O=C(Nc1nc2c(s1)C(=O)CCC2)c1ccc(Cn2ccnc2)cc1	i
O=C(NCC1(O)CCc2ccccc21)c1ccsc1 (configuration not stated)	i
CCCCOc1ccc(NC(=O)NCC(C)(O)c2ccc3c(c2)OCO3)cc1 (configuration not stated)	i
COc1cn(CC(=O)Nc2ccc(F)cc2F)c(CSc2ccc(F)cc2)cc1=O	i
O=C(NCc1ccc(F)cc1)C(=O)NCC1CCN(Cc2ccsc2)CC1	i
CCCc1nnc(NC(=O)CSc2ccc(NC(=O)c3cccs3)nn2)s1	i
COc1ccc2cc(-c3csc(NC(=O)c4ccc5c(c4)OCO5)n3)oc2c1	i
Cc1ccc(N2CCCS2(=O)=O)cc1NC(=O)Nc1ccc(F)cc1	i
Cc1ccnc(C(=O)NC(C)C)n1	i
CCOC(=O)C(C)Sc1c(C)cnc2c1c(=O)n(C)c(=O)n2C (configuration not stated)	i
CCOc1ccccc1NC(=O)Cn1c(=O)c(CNc2ccc(C)cc2)cc2cc3c(cc21)OCCO3	i
Fc1ccc(-c2noc(Cc3nc(-c4cccc(Cl)c4)cs3)n2)cc1	i
O=C(CCSc1ccccc1)NCCOc1ccccc1	i
Cc1nc(-n2cccc2)sc1C(=O)NCCOc1ccc2nnc(-c3ccccc3)n2n1	i
CN(C)S(=O)(=O)c1ccc(C(=O)NCCC(O)C2CC2)cc1 (configuration not stated)	i
Cc1noc(C)c1S(=O)(=O)Nc1ccc2c(c1)C(=O)N1CCCCC1CCO2 (configuration not stated)	i
CNC(=O)c1cccc(-c2noc(C3CN(S(=O)(=O)c4cccc(Cl)c4C)C3)n2)c1	i
CC(=O)Nc1ccc(OCC(O)CN2CCN(c3cc(Cl)ccc3C)CC2)cc1 (configuration not stated)	i
O=C(/C=C/c1ccccc1)NCC(O)c1ccc(C(F)(F)F)cc1 (configuration not stated)	i
COc1nn(C)cc1-c1nnc(SCC(=O)Nc2ccc(Cl)cc2)n1C	i
COc1ccc(C)cc1NC(=O)C(=O)NCC(c1ccc(F)cc1)N1CCOCC1 (configuration not stated)	i
Cn1c(-c2ccccc2)nn(CCNC(=O)C2COc3ccccc3O2)c1=O (configuration not stated)	i
O=C(Cc1cc(-c2ccc(Cl)cc2)on1)NCCCN1CCOCC1	i
O=C(NCCCn1cccc1)c1cc(-c2ccco2)on1	i
O=C(O)C1CCCCC1C(=O)Nc1ccc(S(=O)(=O)N2CCCC2)cc1 (configuration not stated)	i
COc1ccc(N2CC(C(=O)N3CCc4ccccc4C3)CC2=O)cc1 (configuration not stated)	i
O=C(CCc1ccccc1)N1CC(c2nc(-c3ccsc3)no2)C1	i
O=C(Cc1ccc(NC(=O)C2(c3ccccc3)CCOCC2)cc1)N1CCCC1	i
O=C(Nc1cccc(N2CCCCC2=O)c1)C1c2ccccc2Oc2ccccc21	i
COc1cc(C(=O)Nc2nnc(-c3cc(C)n(C)n3)o2)cc(OC)c1OC	i
Cc1ccc(S(=O)(=O)N2CCC(c3nnc(C(C)C)o3)CC2)s1	i
C/C(O)=C1/C(=O)NC23CCCCC2C1c1ccccc1O3 (configuration not stated)	i

# The list is partial; the hit share may differ from the screen's.
